# From PubChem BioAssay
# Mtb RmlCD inh: M. tuberculosis RmlC/RmlD coupled enzyme inhibitors, primary screen, biochemical, compound mixtures, 384-well, from 1536-well plates. dTDP-4-dehydrorhamnose reductase (Mycobacterium tuberculosis (strain ATCC 25618 / H37Rv)) …. RmlC+RmlD coupled enzyme assay, percent inhibition; primary screen in compound mixtures. inhibition, % at 3.6 µM. 160,000 compounds, 0.03% hits; in the data active means inhibition mostly above about 34%, no sharp cut-off; inconclusive means no clear call, values can overlap the other calls; inactive means mostly below about 22%; further: some results filed as inactive read as strong as hits
# Target sequence (P9WH09 whole entry, looked up): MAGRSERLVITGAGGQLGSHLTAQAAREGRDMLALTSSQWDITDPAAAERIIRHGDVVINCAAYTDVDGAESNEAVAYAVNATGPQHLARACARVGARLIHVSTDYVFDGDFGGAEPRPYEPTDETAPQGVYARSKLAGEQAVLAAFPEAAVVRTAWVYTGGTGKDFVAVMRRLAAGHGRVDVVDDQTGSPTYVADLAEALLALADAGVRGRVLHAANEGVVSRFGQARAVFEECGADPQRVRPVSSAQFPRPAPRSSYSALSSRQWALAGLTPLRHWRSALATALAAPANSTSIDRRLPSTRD
# Target sequence (P9WH11 whole entry, looked up): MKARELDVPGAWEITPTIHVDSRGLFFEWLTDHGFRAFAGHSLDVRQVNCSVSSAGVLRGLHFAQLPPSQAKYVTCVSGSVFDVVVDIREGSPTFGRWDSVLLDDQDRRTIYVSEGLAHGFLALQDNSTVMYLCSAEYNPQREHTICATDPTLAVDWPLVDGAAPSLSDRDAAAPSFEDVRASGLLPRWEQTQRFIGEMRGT
# M. tuberculosis GlmU: inhibition of mycobacterial GlmU enzyme – biochemical, glucosamine-1-phosphate acetyltransferase (AID 1376); Bifunctional protein GlmU (Mycobacterium tuberculosis (strain ATCC 25618 / H37Rv)); M. tuberculosis GlmU acetyltransferase enzyme assay; higher % means a stronger effect; inhibition, %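 (tested at 30 µM in the primary screen)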, or IC50 in µM where a hit was titrated; 220,000 compounds, 0.25% hits; in the data active means inhibition above about 13%; inconclusive means no clear call, values can overlap the other calls;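 further: 0% = complete reaction with vehicle and 100% = reaction without substrate; strong numbers were not always called active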
# Numbers without * were called inactive; ? = inconclusive; . = no result given. Only part of the results is shown; the hit share may differ from the screen's.
Compound	Mtb RmlCD inh	M. tuberculosis GlmU
CCOc1cc(C)c(S(=O)(=O)NC2CCCCC2)cc1C	.	4.5%
O=C(NCCc1c[nH]c2ccccc12)C(=O)NCC(c1ccco1)N1CCN(c2ccc(F)cc2)CC1 (configuration not stated)	.	-2.0%
Nc1nc(Sc2ccc(C(F)(F)F)cc2[N+](=O)[O-])n[nH]1	-6	0.1%
Cc1cc(C)c2cc(CN(CCN3CCCC3)C(=O)Nc3ccc(F)cc3)c(=O)[nH]c2c1	-9	-7.5%
CCCCCCOC(=O)c1ccc(N)cc1	-9	-0.1%
COc1cc2c(cc1NS(=O)(=O)N1CCCC1)oc1ccccc12	20	1.9%
Cc1cccc(C(=O)OCC(=O)NCCCc2ccccc2)c1	-11	-1.6%
COc1cccc(/C=C2\SC(=S)N(NC(=O)c3ccncc3)C2=O)c1	-13	3.1%
COc1ccccc1OCCCCNC(C)(C)C	15	-0.1%
O=C1C=C(NCc2ccco2)C2(CCCCC2)O1	.	-0.1%
COc1ccc(NC(=O)Nc2cc(F)ccc2C)cc1	4	-2.1%
Nn1c(-c2ccccc2)nc2ccccc2c1=O	1	-4.3%
O=C(Nc1ncn[nH]1)c1ccc(Cl)c(S(=O)(=O)Nc2ccc(Cl)cc2)c1	98	4.8%
CC(C)NC(=O)CN(Cc1ccccc1)S(=O)(=O)c1ccccc1	-10	-4.0%
Cc1cc(C(=O)CSc2nc3ccccc3[nH]2)c(C)n1C	12	3.1%

# Three records drawn at random from those above, as already listed:
Compound	Mtb RmlCD inh	M. tuberculosis GlmU
Cc1cc(C(=O)CSc2nc3ccccc3[nH]2)c(C)n1C	12	3.1%
COc1cc2c(cc1NS(=O)(=O)N1CCCC1)oc1ccccc12	20	1.9%
COc1ccccc1OCCCCNC(C)(C)C	15	-0.1%

# Carrying on.
Compound	Mtb RmlCD inh	M. tuberculosis GlmU
CC(C)(C)c1ccc(OCC(O)CS(=O)(=O)c2ccccn2)cc1 (configuration not stated)	-13	6.2%
CON1C(=O)C(=O)N(OC)C2CCCCC21 (configuration not stated)	-1	.
CS(=O)(=O)N(CC(=O)NCCC1=CCCCC1)C1CCCCC1	3	7.2%
Cc1cc(C(=O)OCC(=O)c2ccc(Br)s2)no1	.	1.9%
O=C(Nc1ccc(NC(=O)c2cccs2)c(Cl)c1)c1ccco1	-9	2.3%
Cc1ccc(-c2csc3nnc(SCC(=O)N4CCN(Cc5ccccc5)CC4)n23)cc1	-9	0.4%
O=C(O)CCn1cnc2ccccc2c1=O	-9	7.5%
O=C(Nc1ccc(N2CCN(Cc3ccccc3)CC2)cc1)c1ncn[nH]1	5	-7.4%
Cc1ccc(OCc2ccc(C(=O)O)o2)c([N+](=O)[O-])c1	-4	-5.1%
Cc1ccc(-c2csc3ncnc(Nc4ccc(C(=O)O)cc4)c23)cc1	4	-1.2%
Cc1cccc(Nc2nc(N)c([N+](=O)[O-])c(N3CCC(C)CC3)n2)c1	5	-1.4%
CN(C)c1ccc(P(=O)(COc2ccc([N+](=O)[O-])cc2)c2ccc(N(C)C)cc2)cc1	.	4.3%
CCOC(=O)c1c[nH]c2nc(C)ccc2c1=O	.	-4.0%
CSc1cccc(NC(=S)N2CCC(N(C)C(C)C)CC2)c1	-21	0.1%
CN(C)C(=O)c1ccc(Cl)cc1[N+](=O)[O-]	.	1.5%

# (listing goes on)
Compound	Mtb RmlCD inh	M. tuberculosis GlmU
COC(=O)[C@H](CCSC)NC(=O)Nc1ccc(OC)cc1OC	5	2.4%
COc1ccc(NS(=O)(=O)Cc2ccccc2Cl)cn1	18	.
Nc1ccccc1-c1nnc(-c2ccccc2N)n1N	-10	-1.1%
Cc1nc(-c2ccc([N+](=O)[O-])cc2)sc1C(=O)O	8	3.2%
Cc1cc(C(=O)COc2ccccc2C(N)=O)c(C)n1C	8	-5.2%
COCCCNCC(O)COc1cccc2[nH]c(C)cc12 (configuration not stated)	17	-1.8%
O=C(NNC(=O)C1CCN(Cc2ccccc2)CC1)c1cccc(Cl)c1	-1	2.5%
CCOC(=O)CSc1ncc(OC)c(Sc2ccc(OC)cc2)n1	.	-1.4%
Cc1cc(=O)[nH]c(N/N=C/c2ccc(OC(=O)c3cccnc3)cc2)n1	0	-1.9%
Nn1cnnc1SCC(=O)Nc1ccc2c(c1)OCO2	6	2.2%
COC(=O)[C@@H]1C[C@H]2CC[C@H](O)C[C@H]2N1Cc1ccc(C)s1	-11	5.3%
CCOC(=O)c1c(N)sc2c(NC(C)=O)cccc12	.	-1.1%
COc1ccc(-n2c(C)nc(N)c2C(=O)c2ccccc2)cc1	11	2.9%
CCc1ccc(Nc2cnn(-c3nc4ccccc4s3)c(=O)c2Cl)cc1	-4	3.8%
Nc1cccnc1Sc1ccc(Cl)cc1	-9	1.2%

# Other entries follow:
Compound	Mtb RmlCD inh	M. tuberculosis GlmU
O=C(CCCN1C(=O)c2cccc3cccc(c23)C1=O)NCc1cccnc1	6	.
COc1ccc(S(=O)(=O)N/N=C(/C)c2ccc(Cl)cc2)cc1	7	0.5%
COc1ccccc1NC(=S)NC1CCCCCC1	14	1.5%
CCOC(=O)c1c(NC(=O)CSc2nncn2C)sc(C)c1C	0	.
O=c1c2ccc(Cl)cc2nc(-c2ccc([N+](=O)[O-])cc2)n1O	14	0.7%
CCCCNCCOCCOc1ccc(Cl)cc1Br	-2	-1.2%
CC(c1ccccc1)n1c(NCCCn2ccnc2)nc2c1c(=O)[nH]c(=O)n2C (configuration not stated)	5	2.3%
COc1ccc(CCNc2c(C)c(C)nc3ncnn23)cc1	-7	3.5%
Cc1ccnc(NC(=O)c2ccc3c(c2)OCO3)c1	11	0.2%
NNC(=O)CSCc1nc(-c2ccc(Cl)cc2)cs1	-5	-0.7%
Nc1c(Cl)cc(-c2csc(N3CCCC3c3nc4cc(Cl)c(N5CCCCC5)cc4n3CCCO)n2)cc1Cl (configuration not stated)	.	-4.6%
COc1cccc(NS(=O)(=O)c2ccc3[nH]cc(C(=O)N(C)Cc4ccco4)c(=O)c3c2)c1	-7	7.2%
CCn1c(C)csc1=NC(=O)c1ccccc1	10	1.9%
COc1cc(-c2nc(CN3CCN(c4ncccn4)CC3)c(C)o2)ccc1F	-7	6.1%
COc1ccc(NC(=O)CSc2nnc(-c3cccnc3)n2C)cc1	.	-0.2%

# (continued)
Compound	Mtb RmlCD inh	M. tuberculosis GlmU
C/C=C/c1ccc(OCCCCOc2ccccc2C(C)=O)c(OC)c1	-10	0.0%
CCn1c(/C=C/Nc2ccccc2)[n+](CC)c2cc(Cl)c(Cl)cc21	3	4.0%
COc1ccc(S(=O)(=O)N/N=c2\oc3c(OC)cccc3cc2S(=O)(=O)c2ccc(C)cc2)cc1OC	.	-3.0%
CCOc1ccccc1C1C2CCCCC2(O)CCN1C(=O)c1cccs1 (configuration not stated)	15	1.2%
CCC(=O)Nc1cccc2cccnc12	-6	-0.4%
O=C1S/C(=C/c2ccc(N3CCOCC3)o2)C(=O)N1Cc1c(F)cccc1Cl	10	10%
O=C(Nc1cc(S(=O)(=O)Nc2ccccc2Cl)ccc1O)c1sc2cc(Cl)ccc2c1Cl	.	7.0%
CC(=O)N1C(Nc2ccc(Cl)cc2)CCN1c1ccccc1 (configuration not stated)	.	13%*
Cc1ccc(/C=C2\SC(=S)N(c3cccnc3)C2=O)o1	6	9.1%
COc1ccc(OC(=O)c2ccc3nsnc3c2)cc1	-10	-1.7%
CC(=O)NCCn1c(SCC(=O)NCCC2=CCCCC2)nc2ccccc2c1=O	.	-4.7%
CC(C)C12CN3CC(C(C)C)(CN(C1)C3c1ccc([N+](=O)[O-])o1)C2=O (configuration not stated)	6	2.4%
O=S(=O)(c1ccccc1)c1nc(-c2ccco2)oc1NCCCn1ccnc1	4	-7.0%
COc1ccccc1C1CCN(C(=O)c2cnn(-c3ccccc3)c2C)CC1	40	.
CCCc1cc(C(=O)Nc2ccc(C(C)=O)cc2)no1	-5	-0.7%

# The list goes on.
Compound	Mtb RmlCD inh	M. tuberculosis GlmU
Cc1ccc(C(=O)Nc2cccc(C(=O)N3CCOCC3)c2)cc1	.	-0.6%
CSc1oc(-c2ccccc2)nc1C(N)=O	26	-4.5%
CCN(CC)C(=O)CCS(=O)(=O)c1cccc2nonc12	-8	-1.4%
O=C(Nc1ccccc1)c1ccc(S(=O)(=O)NCC2CCCO2)cc1 (configuration not stated)	.	5.8%
CCN(CC)CCCNC(=O)CNC(=O)c1nn(-c2ccc(OC)cc2)c(=O)c2ccccc12	-1	0.3%
CCCS(=O)(=O)N1CCCC(C(=O)NCCN(CC)c2ccccc2)C1 (configuration not stated)	-2	1.1%
O=C(CN1CCOc2ccccc21)NC1CCN(Cc2ccccc2)CC1	5	0.6%
CCn1cc(CNC(=O)c2ccc(Cl)c([N+](=O)[O-])c2)c(C)n1	-5	-5.1%
COc1ccc(/C=N/Nc2ncc(Br)cn2)c(OC)c1	1	-0.8%
COC(=O)c1cn(NC(=O)Cc2ccc(Cl)cc2)c(=O)c2ccccc12	13	1.8%
O=C1NC(=O)N(c2ccc3c(c2)OCO3)C(=O)/C1=C/c1ccsc1	11	-5.8%
Cn1cc(S(=O)(=O)NCc2cccs2)c(=O)n(C)c1=O	12	5.2%
CCn1c(N2CCN(S(=O)(=O)c3ccccc3C(F)(F)F)CC2)nc2ccccc21	.	-4.5%
Cc1ccc(S(=O)(=O)N2CCOCC2)cc1NC(=O)c1cc2c(s1)CCC2	.	2.1%
O=C(c1c[nH]c(=O)n(-c2ccccc2)c1=O)N1CCc2ccccc21	17	2.6%

# The results go on.
Compound	Mtb RmlCD inh	M. tuberculosis GlmU
FC(F)Sc1ccc(Nc2ncnc3nc[nH]c23)cc1	.	-0.3%
O=S(=O)(NCc1ccccn1)c1ccc(Cl)s1	-8	1.0%
O=C(CCn1c(=O)c2ccccc2n(CC(=O)N2CCN(c3ccccc3)CC2)c1=O)NCc1ccco1	-10	0.3%
CN(C)S(=O)(=O)c1ccc(NC(=O)COC(=O)c2n[nH]c3ccccc23)cc1	-6	1.6%
O=C(CC12CC3CC(CC(C3)C1)C2)Nc1ccccc1N1CCOCC1	6	1.4%
COc1ccc(NC(=S)NCCN2CCC(C)CC2)cc1Cl	.	-0.6%
COc1cc2c(cc1OC)CN(C(=O)c1ccc(OC)c([N+](=O)[O-])c1)CC2	.	-6.4%
O=[N+]([O-])c1ccc(N2CCCCC2)cc1	-8	0.3%
CCc1cc2c(C)cc(C)cc2nc1SCC(=O)Nc1cc(C)on1	41	-7.3%
O=C(Nc1cccc(Cn2cccn2)c1)c1cc2c(s1)CCCC2	.	7.0%
OCCC1CN(Cc2c(F)cccc2Cl)CCN1C1CCCCC1 (configuration not stated)	8	8.2%
CCc1ccc(NC(=O)c2ccc3nc(N)sc3c2)cc1	.	3.7%
COCOc1ccc(/C=C2/Oc3cc(OCOC)cc(OCOC)c3C2=O)c(OCOC)c1	.	4.5%
COc1ccc(C(=O)c2ccc(Cl)cc2)cc1	-3	-1.9%
C/C(=N\Nc1nc(-c2ccccc2O)nc2ccccc12)c1ccccc1	-1	0.2%

# Other structures
Compound	Mtb RmlCD inh	M. tuberculosis GlmU
O=C(NC1CCCCC1)[C@H](O)[C@@H](O)C(=O)NC1CCCCC1	.	-0.8%
COc1ccc2c(c1)cc(C)c1nnc(SCC(=O)N3CCN(C(=O)c4ccco4)CC3)n12	.	-3.3%
CS(=O)(=O)N(CC(=O)Nc1cccc(F)c1)Cc1ccccc1	?	-1.4%
CC1(C)Cc2c(sc3nc(SCC(=O)N4CCOCC4)nc(N)c23)CO1	.	0.6%
CCCc1nc2n[nH]c(N)c2c2c1COC(C)(C)C2	.	0.7%
CC(C)c1onc(C(=O)Nc2cccc(O)c2)c1[N+](=O)[O-]	-9	-3.8%
COc1ccc(CCC(C)NC2C3CC4CC(C3)CC2C4)cc1 (configuration not stated)	10	.
O=C(NC12CC3CC(CC(C3)C1)C2)N1CCN(S(=O)(=O)c2ccc(Cl)cc2)CC1	10	2.0%
COc1ccc(S(=O)(=O)N(CCc2ccccc2)CC(=O)N/N=C/c2ccc3c(c2)OCO3)cc1	-2	3.1%
CCc1ccc(NC(=O)CCn2ccnc2C)cc1	.	-6.2%
CC(C)N(C(=O)Nc1ccc2nccnc2c1)C(C)C	-5	-2.0%
Cc1cnc2cc(Cl)c(Cl)cc2n1	.	4.4%
COc1cc(C(=O)N(Cc2ccco2)Cc2cc3ccccc3[nH]c2=O)cc(OC)c1OC	-7	2.1%
O=S(=O)(c1ccc2ccccc2c1)N1CCCOC1	-9	3.3%
Cc1ccc(C)c(Cn2nnc3c(=O)[nH]c(C(=O)NCC4CCCO4)nc32)c1 (configuration not stated)	14	1.0%

# Additional entries
Compound	Mtb RmlCD inh	M. tuberculosis GlmU
Cc1noc(C)c1COC(=O)c1cc(C)n(-c2ccccc2)c1C	.	5.8%
O=c1c2ccccc2nc(SCC2CCCCO2)n1-c1ccccc1 (configuration not stated)	5	-2.8%
O=C1c2ccccc2C(=O)N1CN(C(=O)COc1ccccc1)c1ccc(F)cc1	19	-2.1%
CCCCOC1CC(c2ccc(OCc3ccc(OC)cc3)c(OC)c2)N(C)O1 (configuration not stated)	3	-2.7%
COc1ccc(/C=N/NC(=O)CC(=O)NCc2cccnc2)cc1	-8	0.4%
Cc1ccc(OC(C)C)c(CN(CCO)CCO)c1	.	-8.2%
